RmlC RmlD mix – mixture blocks RmlC and RmlD coupled enzyme activity; RmlC/RmlD coupled enzyme inhibition, 384-well mixture HTS; inhibition, % at 5.5 µM; 110,000 tested, 0.39% active; AID 1532; in the data active = inhibition above about 30%, passing the limit was not always enough; also: strong numbers were not always called active
RT RNaseH block – inhibitors of HIV-1 reverse transcriptase RNase H | inhibition, % at 10 µM | P04585 | RT-RNase H RNA/DNA duplex cleavage, fluorescence | 65,000 tested, 1.9% active; in the data active = inhibition above about 50%
Active calls of the source: *; nt = no result given.

SMILES | RmlC RmlD mix | RT RNaseH block
N#CC(c1ccc(Cl)nn1)c1ccc(Cl)cc1Cl (configuration not stated) | 2 | nt
Cc1cc(NC(=O)c2cccc(S(=O)(=O)N3CCCCCC3)c2)no1 | 8 | nt
CC(=O)c1c(C)[nH]c(C(=O)N2CCc3ccccc3C2)c1C | 9 | -17
O=C(Nc1ccc2c(c1)oc1ccccc12)c1ccc2c(c1)OCO2 | -6 | 27
O=C1CC(C(=O)N2CCC3(CC2)OCCO3)CN1CCc1ccccc1 (configuration not stated) | -4 | -7
CCSc1ccccc1C(=O)NCc1ccco1 | -24 | nt
Cc1c(Cl)c(C(=O)N2CCCc3ccccc32)nn1C | 1 | nt
CC(=O)NC1(NC(C)=O)CCN(C)C(c2ccccc2)C1C (configuration not stated) | 8 | 4
O=C(NCc1ccccc1)C(Cc1ccccc1)NS(=O)(=O)c1cccc2nsnc12 (configuration not stated) | 9 | nt
CCN(CC)S(=O)(=O)c1ccc2c(c1)c(=O)c(C(=O)N1CCc3ccccc3C1)cn2C | 5 | -8
CN1CCN(c2nc3c(c(=O)n(C)c(=O)n3C)n2CCSc2nc3ccccc3s2)CC1 | 6 | -2
COc1cc(-c2nnc3sc(-c4cccs4)nn23)cc(OC)c1OC | -13 | 11
O=C(NC(NC(=O)c1ccccc1)c1ccccc1)c1ccccc1 | 95 | nt
COc1ccc(C(=O)CSc2nnc(CNC(=O)c3ccc(OC)cc3)n2C)cc1 | 15 | -2
O=C(Nc1cccc(F)c1)C1CC(=O)N(c2ccc(Cl)cc2)C1 (configuration not stated) | -11 | 3
O=C(NC1CC1)C1=C[C@@H](c2coc3ccccc3c2=O)C[C@@H](OCCCCO)O1 | 9 | nt
Cc1ccc(C)c(N2CCN(C(=O)Cn3c(=O)[nH]c4ccsc4c3=O)CC2)c1 | 1 | nt
COc1ccc(/C=N/N2CCN(C)CC2)cc1O | 7 | nt
Cc1[nH]c2ccccc2c1SCCNC(=O)c1ccc(S(=O)(=O)N2CCCC2)cc1 | 9 | nt
Cc1ccc(C(=O)NCCN2C3=NC[C@H](C(C)C)N3C[C@H]2Cc2ccc(O)cc2)cc1Br | 4 | nt
CCN1CCN(S(=O)(=O)c2cc(OC)c(Cl)cc2OC)CC1 | 6 | nt
COc1ccc(-c2nc(CSCC(=O)NC3CCCc4ccccc43)c(C)o2)cc1 (configuration not stated) | -15 | nt
CCCCCn1c(Sc2ccccc2)nc2c1c(=O)[nH]c(=O)n2C | -9 | nt
Cc1ccc(CNCC(O)(c2ccc(F)cc2)c2ccc(F)cc2)cc1 | 5 | nt
Nc1nc(NCc2cccs2)nn1-c1ccccc1 | 11 | -18

Part of the list above in order of length of the SMILES, high to low:
SMILES | RmlC RmlD mix | RT RNaseH block
Cc1ccc(C(=O)NCCN2C3=NC[C@H](C(C)C)N3C[C@H]2Cc2ccc(O)cc2)cc1Br | 4 | nt
CCN(CC)S(=O)(=O)c1ccc2c(c1)c(=O)c(C(=O)N1CCc3ccccc3C1)cn2C | 5 | -8
O=C(NC1CC1)C1=C[C@@H](c2coc3ccccc3c2=O)C[C@@H](OCCCCO)O1 | 9 | nt
CN1CCN(c2nc3c(c(=O)n(C)c(=O)n3C)n2CCSc2nc3ccccc3s2)CC1 | 6 | -2
Cc1ccc(C)c(N2CCN(C(=O)Cn3c(=O)[nH]c4ccsc4c3=O)CC2)c1 | 1 | nt
O=C(NCc1ccccc1)C(Cc1ccccc1)NS(=O)(=O)c1cccc2nsnc12 (configuration not stated) | 9 | nt
COc1ccc(C(=O)CSc2nnc(CNC(=O)c3ccc(OC)cc3)n2C)cc1 | 15 | -2
Cc1cc(NC(=O)c2cccc(S(=O)(=O)N3CCCCCC3)c2)no1 | 8 | nt
O=C1CC(C(=O)N2CCC3(CC2)OCCO3)CN1CCc1ccccc1 (configuration not stated) | -4 | -7
COc1cc(-c2nnc3sc(-c4cccs4)nn23)cc(OC)c1OC | -13 | 11
O=C(NC(NC(=O)c1ccccc1)c1ccccc1)c1ccccc1 | 95 | nt
CC(=O)NC1(NC(C)=O)CCN(C)C(c2ccccc2)C1C (configuration not stated) | 8 | 4
Cc1c(Cl)c(C(=O)N2CCCc3ccccc32)nn1C | 1 | nt
N#CC(c1ccc(Cl)nn1)c1ccc(Cl)cc1Cl (configuration not stated) | 2 | nt
COc1ccc(/C=N/N2CCN(C)CC2)cc1O | 7 | nt
Nc1nc(NCc2cccs2)nn1-c1ccccc1 | 11 | -18
CCSc1ccccc1C(=O)NCc1ccco1 | -24 | nt

(list continues)
SMILES | RmlC RmlD mix | RT RNaseH block
COc1ccc(C(=O)c2coc3ccc(O)c(CN4CCCC4)c23)cc1 | -15 | -13
N#CC1=C(SCC(=O)Nc2ccccc2)NC(=O)CC1c1ccc(O)cc1 (configuration not stated) | 7 | -30
Cc1cc(C)c(C)c(S(=O)(=O)NCc2ccco2)c1C | -12 | -24
CCOC(=O)c1c(C)[nH]c(C(=O)CSc2nc3ccccc3o2)c1C | 4 | 90*
O=C(NCc1cccnc1)c1ccc(COc2ccc3c(c2)CCC3)o1 | -9 | -31
CC1(C)Cc2c(sc3c2C2=NCCN2C=N3)CS1 | -14 | -5
CCN(CC)c1ccc(NC(=O)CSc2nnc3nc(C)cc(C)n23)cc1 | -21 | nt
CCn1c(C)c(C(C)=O)c(N2CCCC2)nc1=S | -17 | -4
C=CCn1c(O)c(C(CC)=NCCc2ccccc2)c(=O)[nH]c1=O | 19 | nt
Nc1c(C(=O)Nc2ccc3c(c2)OCCO3)nnn1CCc1ccccc1 | -11 | 3
COc1ccc(C(=O)c2ccc(Br)cc2)cc1 | 6 | nt
O=c1[nH]c(NCc2ccco2)nnc1Cc1ccccc1Cl | 5 | -8
O=C(CSc1nnc(Cn2c(=O)sc3ccccc32)n1-c1ccccc1)N1CCCC1 | 3 | 0
COC(=O)C(C)N1C(=O)S/C(=C\c2cc(C)n(-c3ccccn3)c2C)C1=O (configuration not stated) | -8 | nt
Cc1ccc(CNC(=O)CCc2nc(-c3cccs3)no2)cc1 | -105 | nt
COc1ccc(-n2c(SCC(=O)N3CCCC(C)C3)nnc2-c2cccnc2)cc1 (configuration not stated) | nt | 1
Cc1c(NC(=O)c2ccc(N3C(=O)C4C5C=CC(C5)C4C3=O)cc2)c(=O)n(-c2ccccc2)n1C (configuration not stated) | -6 | -5
CCSCCOC(=O)C1=C(C)NC(=O)NC1c1ccc2c(c1)OCO2 (configuration not stated) | -12 | -43
CC1=C(C(=O)OCC(C)C)C(c2ccccc2Cl)NC(=O)N1C (configuration not stated) | -10 | -24
Cc1ccc(NC(=O)c2cc(NC(=O)CCCC(=O)O)ccc2Cl)cc1Cl | 4 | nt
O=C(CCN1C(=O)c2ccccc2C1=O)N1CCCCCC1 | -5 | 10
CCn1nnnc1-c1ccc(OC)c(S(=O)(=O)Nc2ccc(OC)cc2)c1 | -8 | -15
Cc1c(C(=O)NC(C)c2ccncc2)oc2ccccc12 (configuration not stated) | -10 | 2
COc1ccccc1NCC(=O)N/N=C/c1cccnc1 | 9 | nt
COc1cc(CN2CCN(CCOCCO)CC2)cc(OC)c1OC | -14 | 3
SMILES | RmlC RmlD mix | RT RNaseH block
COc1ccc(OCc2nn3c(-c4cccc(OC)c4)nnc3s2)cc1 | -13 | -1
Cc1cc(=O)[nH]c2c(C)c(Cl)ccc12 | -10 | -96
CCCN(CCC)C(=O)CSc1nc2ccccc2c(=O)n1C1CCCC1 | -2 | -8
CCOC(=O)C1=C(CN2c3ccccc3CC2C)NC(=O)NC1c1ccccc1 (configuration not stated) | 3 | nt
CCc1ccc(NC(=O)CC2C(=O)Nc3c2c(=O)n(C)c(=O)n3C)cc1 (configuration not stated) | 7 | nt
COc1cc(S(=O)(=O)N2CCOCC2)ccc1F | 13 | -9
COC(=O)c1ccc(-n2c(C)cc(/C=N/n3cnnc3)c2C)cc1 | 14 | -31
O=[N+]([O-])c1ccc(-c2nc3ccc([N+](=O)[O-])cc3[nH]2)cc1 | 7 | nt
O=C1CSC2=NCN(c3ccc4c(c3)OCO4)CN12 | -12 | -4
CC(C)(C)C(C(Oc1ccc(Cl)cc1)n1cncn1)n1nnnc1C(c1cccc(Cl)c1)N1CCCCC1 (configuration not stated) | 1 | nt
Cc1cc(NC(=O)c2cccc3ccccc23)cc(C)c1OCC(=O)N1CCOCC1 | 13 | nt
CCN(CCO)Cc1cc(=O)oc2c(C)c(C)ccc12 | -8 | 5
COc1ccc(C2CC(c3cccc(Cl)c3)n3nc(N)nc3N2)cc1 (configuration not stated) | -13 | -4
COc1ccc(CNCC(O)(c2ccccc2)c2ccc(Cl)cc2)cc1 (configuration not stated) | 12 | nt
CCn1c(SCc2nc(-c3ccc(Cl)cc3)no2)nnc1-c1ccco1 | 3 | nt
O=C(CSc1nnc(COc2cccc3ccccc23)o1)N1c2ccccc2CCc2ccccc21 | -4 | nt
COc1ccc(S(=O)(=O)N(CC(=O)N2CCOCC2)Cc2ccccc2)cc1C | -170 | nt
Cc1cc(C)c(C(N)=O)c(NCCc2ccccc2)n1 | -6 | -6
CCCCCCn1c(N2CCC(C(N)=O)CC2)nc2c1c(=O)n(C)c(=O)n2C | 14 | -6
COC(=O)c1ccc(NC(=O)CSCc2ccccc2)cc1 | -8 | nt
Cc1ccc(C)c(N2CCN(C(=O)CN(C)S(=O)(=O)c3cnc[nH]3)CC2)c1 | nt | -9
COC(=O)Nc1nnc(CCc2ccccc2)s1 | -13 | -7
CCn1c(NC(=O)c2ccc(C)cc2)c2ccccc2nc1=O | 11 | nt
Cc1ccc(C2CC(=O)N(c3ccc(F)cc3)C3=C2C(=O)CCC3)cc1 (configuration not stated) | -4 | nt
CCOc1cc(C2C(C(=O)OCC(C)C)=C(C)N=C3SCCC(=O)N32)ccc1OC(C)=O (configuration not stated) | 3 | -5
SMILES | RmlC RmlD mix | RT RNaseH block
Cc1ccc(N(CC(=O)NC2CCCC2)C(=O)CCCC(=O)Nc2ccccn2)cc1C | -14 | 5
CCOC(=O)c1[nH]c2ccccc2c1NC(=O)CCN1CCN(C(=O)OCC)CC1 | 9 | -4
Cc1c(Cl)c(-c2n[nH]c(=S)n2-c2ccc(F)cc2)nn1C | 2 | nt
CCOc1ccc(CCNC(=O)c2nnc(Cc3ccc(F)cc3)o2)cc1OCC | nt | -6
O=C(Nc1ccc(Cl)c(Cl)c1)N1CCSCC1 | -10 | nt
CCc1nnc(SCC(=O)NC2CCCCC2)nc1CC | 8 | -7
O=C(COc1ccccc1Cl)NC(=S)N1CCc2ccccc21 | 3 | nt
Cc1ccccc1N1OC2C(=O)N(c3ccc(F)cc3)C(=O)C2C1c1ccccn1 (configuration not stated) | -4 | -3
CC1CC2=C(CC1/C=N/NC(N)=S)C(C)(C)CCC2 (configuration not stated) | 2 | nt
Cc1ccc(C(c2sc3nc(C)nn3c2O)N2CCN(c3ccccc3)CC2)cc1 (configuration not stated) | -8 | -13
COc1ccc(CNS(=O)(=O)c2ccc(S(=O)(=O)N3CCCCC3)cc2)cc1 | -2 | -2
Cc1cc2ccccn2c1C(=O)c1ccncc1 | -8 | -12
O=C(NCc1ccccn1)Nc1ccc2c(c1)OCO2 | -13 | -4
Cn1c(=O)c2c(nc(CN3CCN(C(=O)c4ccco4)CC3)n2CCc2ccccc2)n(C)c1=O | -373 | -4
COC(=O)c1ccccc1NC(=O)c1sc(=S)n(C)c1N | 9 | 87*
COc1ccc(NC(=O)c2cc(S(=O)(=O)N3CCS(=O)(=O)CC3)ccc2Cl)cc1 | 10 | nt
COC(=O)CN(c1nc(C)c(Br)c(OC)n1)S(=O)(=O)c1ccc(C)cc1 | 23 | 22
COc1ccc2c(c1)c(=O)oc1cc(OCC(=O)NC3CCCCC3)ccc12 | -17 | nt
Cc1ccccc1Sc1c(C#N)c(-c2ccccc2)nn1C | 10 | nt
Cc1sc2nc(SCC(=O)N(C)Cc3ccccc3)n(-c3ccccc3)c(=O)c2c1C | -4 | nt
Cc1cccc(NC(=O)c2ccccn2)c1C | -4 | -16
O=C(O)c1ccc(OCCn2ccnc2)cc1 | 4 | 12
Cc1ccc(S(=O)(=O)Nc2ccc3nc(-c4cccn4C)[nH]c3c2)cc1 | 8 | 8
C=CCNC(=S)N/N=C(\C)c1ccccn1 | -2 | nt
CCOC(=O)c1cn(-c2ccc(F)c(F)c2F)c2c(F)c(F)c(F)cc2c1=O | -5 | nt
SMILES | RmlC RmlD mix | RT RNaseH block
COc1ccc(CCN2C(=NC(=O)CCC(=O)O)SC3CS(=O)(=O)CC32)cc1 (configuration not stated) | 1 | nt
C=CCN1C(=O)N(/C=C/C)c2cccc3cccc1c23 | 1 | -33
Cc1cc(Cl)ccc1NC(=S)NCCc1ccc(S(N)(=O)=O)cc1 | 4 | nt
CN(C)c1ccc(CNCCC2CCOC(C)(C)C2)cc1 (configuration not stated) | -11 | nt
CC(C)CC(COCc1ccc(F)cc1)N1CCN(C(=O)c2cccc(C(F)(F)F)c2)CCC1=O (configuration not stated) | -7 | nt
C=CCNc1nc(-c2ccc(OC)cc2OC)cs1 | -7 | 8
CCc1nc2sc(C)c(C)c2c(=O)n1CCO | 5 | -3
COc1ccc(CC(C(=O)Nc2cc(C)ccc2C)/C(N)=N/O)cc1 (configuration not stated) | -14 | -2
CSc1nnc(Cc2sc(-c3ccccc3)nc2-c2ccccc2)o1 | -11 | nt
O=S1(=O)C=C(SCCN2CCCC2)c2ccccc21 | 7 | nt
Cc1cc(C)c2c(n1)sc1c(=O)[nH]c(SCc3ccccc3)nc12 | 10 | nt
CCCN1CCN(CCCNC(=O)C2CCN(c3nnc(-n4cccc4)s3)CC2)CC1 | nt | -14
Cc1cc(C)c(S(=O)(=O)N2CCN=C2c2ccccc2)cc1C | 5 | nt

The list is partial; rates above refer to the full screens.
